Screening data: PubChem BioAssay, several laboratories
West Nile antiviral: West Nile virus antiviral activity, cell-based, CPE readout (AID 1621); West Nile virus-infected cells, CPE inhibition; higher % means a stronger effect; CPE inhibition, % at 10 µM, or IC50 in µM where a hit was titrated; 290,000 tested, 0.02% active; in the data active = a potency from the dose series; note: strong numbers were not always called active
K1F lysis inhibition: protection from phage-mediated lysis, alamar blue read-out – E. coli UTI89, K1F phage, bacterial capsule biogenesis inhibitors (AID 488966). E. coli UTI89 K1F phage lysis, alamar blue, 2 h; higher % means a stronger effect. inhibition, % at 100 µM; hits with a dose series show IC50 in µM. 340,000 tested, 0.02% active;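 active = phage lysis inhibition, versus mean bacterial control, above a set limit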;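 note: capsule biogenesis inhibitors block K1F phage lysis so surviving cells raise fluorescence; higher fluorescence means more inhibition of phage lysis; actives were called in the ten point dose series up to 300 µM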
PMI inhibitors: inhibitors of human PMI, primary screen, biochemical, fluorescence intensity, coupled assay (AID 1209); 190,000 tested, 0.42% active; one-dose inhibition, % at 20 µM; IC50 in µM for titrated hits; purified PMI enzyme, coupled fluorescence intensity; higher % means a stronger effect;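 note: plate controls were DMSO vehicle for no effect and wells lacking substrate for full effect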
P. falciparum M1AAP: P. falciparum M1AAP inhibitors, biochemical, fluorogenic H-Leu-NHMec substrate, 1536-well (AID 1445); recombinant M1AAP, H-Leu-NHMec fluorogenic kinetic assay; higher % means a stronger effect; inhibition, % at 30 µM, or IC50 in µM where a hit was titrated; 220,000 tested, 0.42% active;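 active = primary inhibition above the hit cutoff, then over 50% inhibition at one or more dose response concentrations, cut at about 23% in these data, passing the limit was not always enough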;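 note: plate controls were DMSO full reaction for no effect and no enzyme background for full effect; strong numbers were not always called active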
PMI inhibition: MPI inhibition at elevated mannose 6-phosphate – biochemical, fluorescence intensity, high mannose 6-phosphate, primary screen (AID 1220) | recombinant PMI enzyme, coupled fluorescence intensity; higher % means a stronger effect | inhibition, % at 20 µM; hits with a dose series show IC50 in µM | 190,000 tested, 0.66% active
P. falciparum M17LAP: P. falciparum M17LAP inhibitors, primary screen, biochemical, fluorogenic H-Leu-NHMec substrate, 1536-well (AID 1619); recombinant M17LAP, H-Leu-NHMec fluorogenic kinetic assay; higher % means a stronger effect; one-dose inhibition, % at 30 µM; IC50 in µM for titrated hits; 220,000 tested, 0.38% active;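 active = compound inhibiting the enzyme by more than half at any dose during confirmatory dose-response retesting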;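 note: plate controls were full reaction with DMSO carrier for no effect and no enzyme background for full effect; strong numbers were not always called active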
TNAP activators: stimulation of alkaline phosphatase TNAP activity – biochemical, luminescent, no phosphate acceptor, uHTS, primary screen (AID 1001) | purified TNAP, luminescent activation assay, no phosphate acceptor; higher activation fold means a stronger effect | activation fold at 20 µM; hits with a dose series show EC50 in µM | 200,000 tested, 0.03% active; in the data active = activation fold from about 3, or a potency from the dose series; inactive = the rest, 99 in 100 with activation fold below about 1.6; note: many of its hits are not listed in these tables
T cell HTS: T cell immune modulators affecting CD8 T cell-vesicle binding | calls only at 7 µM | 330,000 tested, 0.068% active | AID 2052 | 2C CD8+ T cell-vesicle binding, flow cytometry; stronger effect = lower value;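 active = response, share of CD8 T cells binding vesicles, and their 90th percentile fluorescence all below set limits, cut at about 80% in these data, passing the limit was not always enough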
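Test system: purified 2C TCR transgenic mouse naive CD8+ T cells. Probe or stimulus: QL9-peptide-loaded Drosophila micro-vesicles bearing Ld, ICAM-1 and B7-1. Incubation: binding step 1.5 h, 37 °C, antibody labelling 20 min, ice. Measured by: flow cytometry of vesicle-bound cells.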
RSV CPE inhibition: RSV antiviral activity via CPE protection, HEp-2 cells, primary 10 µM value included (AID 2391). HEp-2 cells, RSV-induced CPE inhibition; higher % means a stronger effect. CPE inhibition, % at 10 µM; hits with a dose series show IC50 in µM. 310,000 tested, 0.13% active; in the data active = a potency from the dose series; note: strong numbers were not always called active
T cell HTS vesicle-bound %: second read-out of T cell HTS, no call of its own (marks repeat the call); double positive events, %; measured here: CD8+ vesicle-bound cell fraction;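 binding gate set so that unloaded-vesicle control wells show 10% double positive cells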
Numbers without * were called inactive; i = inactive; / = no result given; [ ] = dose if it differs, or a comment. Cut-off read from the data, not from the text of the source, unless noted: active = inhibition above about 50%; inactive = the rest.

SMILES	West Nile antiviral	K1F lysis inhibition	PMI inhibitors	P. falciparum M1AAP	PMI inhibition	P. falciparum M17LAP	TNAP activators	T cell HTS	T cell HTS vesicle-bound %	RSV CPE inhibition
NC(=O)NC(=O)CSc1nc(C2CCCCC2)n(-c2ccccc2)n1	-0.8%	2.0%[50 µM]	-3%	4%	4%	-2%	1	i	12	1.6%
Nc1c([N+](=O)[O-])c(=O)oc2ccccc12	-0.6%	0.3%	-7%	1%	-3%	30%	1	i	29	2.5%
Cc1ccccc1N(C(=O)CNC(=O)c1ccco1)C(C(=O)NC1CCCCC1)c1cccnc1 (stereo not drawn)	-0.3%	-0.3%	/	/	/	/	/	i	31	1.4%
O=C1N/C(=N\N=C\c2cccs2)SC1Cc1ccc(Cl)c(Cl)c1 (stereo not drawn)	-0.2%	0.9%	-10%	-3%	-13%	-5%	1.1	i	26	1.1%
Nc1nc(Cl)cc(-c2ccccc2)n1	-0.6%	/	3%	0%	-1%	-4%	1.1	i	65	-0.1%
Cc1cc2c(Nc3ccc(C(=O)O)cc3)ncnc2s1	-0.3%	0.0%	/	/	/	/	/	i	53	-0.4%
CSc1nc2c(C)c(C)c(C)c(C)c2[nH]1	-1.1%	-0.5%	/	-7%	/	-1%	/	i	17	6.0%
CCCCC(Sc1nc(C)c(Cc2ccccc2)c(=O)[nH]1)C(=O)O (stereo not drawn)	0.4%	-0.3%	/	/	/	/	/	i	35	0.5%
N#Cc1ccc(-c2ccc(OCC(=O)NCCCN3CCCC3=O)cc2)cc1	-0.7%	0.9%	3%	2%	3%	-4%	1	i	18	14%
C/C(=N\NC(=O)c1c(C)nc2ccccn12)c1cccc([N+](=O)[O-])c1	-0.2%	-0.1%	-2%	-2%	-1%	-4%	1.2	i	10	-0.4%
O=C(Nc1ccc2nsnc2c1)N1CCCCCC1	0.1%	0.3%	3%	-1%	22%	-1%	1.2	i	42	0.7%
COc1ccc(/C=N/OC/C(O)=C(\C#N)c2nc3ccccc3[nH]2)cc1	1.5%	0.4%	-7%	1%	0%	-1%	1	i	17	-0.1%
CCC(=O)NCc1cc(-c2nn(C)c(=O)c3ccccc23)ccc1OC	-0.8%	0.1%	/	0%	/	-6%	1.1	i	56	0.7%
Cc1ccc2nc(SCC(=O)Nc3ccc4sc(C)nc4c3)c(C#N)cc2c1	-0.2%	0.1%	9%	2%	3%	-5%	1.2	i	43	3.6%
COc1cccc(Nc2nc(NCC3CCCO3)c3ccccc3n2)c1 (stereo not drawn)	-1.6%	-0.1%	5%	9%	1%	1%	1.1	i	33	15%
COc1ccc(N2CCN(C(=O)CN(Cc3ccc(Cl)cc3)S(C)(=O)=O)CC2)cc1	-1.2%	1.6%	9%	2%	11%	3%	1.1	i	7	-0.1%
CCNC(=O)Cc1ccc(NS(=O)(=O)c2ccc(F)cc2)cc1	-0.4%	-0.2%	-1%	2%	6%	10%	1.1	i	22	2.4%
Cc1sc2ncnc(Sc3ccccc3C(=O)O)c2c1C	0.1%	0.1%	-32%	4%	-38%	36%	1.1	i	19	0.0%
Cc1sc(NC(=S)NC(=O)c2ccco2)c(C#N)c1C	-0.1%	0.2%	4%	0%	0%	4%	1	i	17	2.0%
Cc1csc(-c2cnn(-c3ccccc3)c2NC(=O)c2cccc(C(F)(F)F)c2)n1	-0.4%	-0.3%	6%	4%	7%	-10%	1	i	11	3.0%
O=C(O)C1C2C=CC(C2)C1C(=O)NCc1ccco1 (stereo not drawn)	-0.1%	0.5%	-10%	4%	-2%	0%	1	i	38	2.4%
C=CCCCCCCCCc1nc(=S)[nH][nH]1	0.1%	-0.1%	5%	-14%	10%	6%	2.1	i	45	0.4%
O=C(C1CCCN(Cc2ccc(Br)cc2)C1)N1CCCCC1 (stereo not drawn)	-1.4%	0.0%	/	/	/	/	/	i	36	2.4%
CCOC(=O)c1c(C)c(-c2ccccc2)n(CC(=O)N2CCCC2)c1C	-0.3%	0.8%	6%	10%	2%	16%	1.1	i	49	0.2%
Cc1nnc2ccc(-c3ccc(NC(=O)c4cccnc4Cl)cc3)nn12	0.1%	-0.1%	6%	6%	13%	4%	1.1	i	36	-0.1%

Some entries already given, limited to PMI inhibition and TNAP activators.
| Compound | PMI inhibition | TNAP activators |
| --- | --- | --- |
| CCC(=O)NCc1cc(-c2nn(C)c(=O)c3ccccc23)ccc1OC | / | 1.1 |
| Cc1ccc2nc(SCC(=O)Nc3ccc4sc(C)nc4c3)c(C#N)cc2c1 | 3% | 1.2 |
| COc1cccc(Nc2nc(NCC3CCCO3)c3ccccc3n2)c1 (stereo not drawn) | 1% | 1.1 |
| COc1ccc(N2CCN(C(=O)CN(Cc3ccc(Cl)cc3)S(C)(=O)=O)CC2)cc1 | 11% | 1.1 |

Following part:
SMILES	West Nile antiviral	K1F lysis inhibition	PMI inhibitors	P. falciparum M1AAP	PMI inhibition	P. falciparum M17LAP	TNAP activators	T cell HTS	T cell HTS vesicle-bound %	RSV CPE inhibition
O=C(Cn1cnc2ccccc2c1=O)c1ccc2c(c1)OCCO2	1.1%	0.3%	-9%	0%	2%	-2%	1.1	i	37	1.4%
CC(=O)c1ccc(OC(=O)/C=C/c2ccccc2)cc1	0.0%	0.0%	/	/	/	/	/	i	58	1.1%
CC(=O)Nc1nnc(SCC(=O)N2C(C)CCCC2C)s1 (stereo not drawn)	-0.2%	-0.5%	/	/	/	/	/	i	38	2.0%
O=C(O)Cn1cccc1C(=O)c1ccccc1	0.0%	-0.8%	-14%	-3%	-10%	-4%	1.1	i	36	1.4%
O=C(CCN1CCCCC1)Nc1ccccc1	-0.2%	0.0%	-9%	3%	-2%	-18%	1.2	i	47	-0.7%
Cc1c(N=Cc2ccccn2)c(=O)n(-c2ccccc2)n1C	0.1%	0.5%	-5%	9%	-3%	19%	1	i	51	0.3%
CCN(CC)C(=O)Cn1nc(-c2ccc(Cl)cc2)c2ccccc2c1=O	2.6%	0.1%	/	/	/	/	/	i	58	0.3%
O=[N+]([O-])c1ccc(-c2nnc(CNC3CCCC3)o2)cc1	-0.6%	-0.7%	12%	6%	8%	4%	1.1	i	25	0.3%
CCOc1ccc(CCNc2nc3c(c(=O)n(C)c(=O)n3C)n2CC)cc1OCC	0.0%	5.7%	11%	-1%	10%	-4%	1.1	i	8	2.2%
COC(=O)c1sccc1NC(=O)Nc1ccc(C)c(C)c1	-0.4%	2.0%[50 µM]	/	/	/	/	/	i	34	1.0%
COc1ccc(OC)c(NC(=O)NNC(=O)COc2ccc(F)cc2F)c1	0.0%	0.8%[50 µM]	/	/	/	/	/	i	5	0.4%
COc1ccccc1NC(=S)NNC(=O)c1nn(C)cc1Cl	0.8%	2.2%	-3%	4%	-4%	-10%	2.3	i	57	0.3%
O=C1N=C(N2CCCCC2)S/C1=C/C1=Cc2ccccc2OC1	-0.4%	-2.2%	-52%	6%	-63%	3%	1	i	63	0.9%
O=C(NCc1cccs1)Nc1cccs1	1.3%	0.1%	3%	17%	-6%	14%	1.1	i	60	0.4%
Cc1ccc2[nH]c3c(c2c1)CCCC3NC(=O)CCl (stereo not drawn)	-2.0%	0.2%	/	/	/	/	/	i	54	-1.2%
COc1ccc(S(=O)(=O)N(CCC(N)=O)Cc2ccco2)cc1OC	0.7%	-0.8%	/	4%	/	-2%	/	i	24	0.9%
CCc1c(C)nc(N)nc1OCC(F)(F)C(F)F	0.3%	3.6%	4%	4%	16%	0%	1.1	i	57	0.1%
Cc1ccc(CNS(=O)(=O)c2ccc3c(c2)n(C)c(=O)c(=O)n3C)cc1	-0.5%	0.2%	-2%	0%	3%	0%	1.1	i	44	2.5%
Cc1cc2nc(N3C(=O)CNC3=S)sc2cc1C	0.1%	-1.1%	11%	9%	7%	2%	1.3	i	62	-2.5%
O=C(CSc1nccn1Cc1ccccc1)NCc1ccccc1	-0.5%	0.9%[50 µM]	6%	-6%	2%	11%	1	i	24	0.1%
NC(=O)C1CCN(C(=O)/C(=C/c2ccco2)NC(=O)c2ccccc2)CC1	-0.2%	0.2%	/	/	/	/	/	i	14	-0.4%
C=CCNCCOCCSc1ccc(Cl)cc1	-0.5%	0.9%[50 µM]	1%	8%	5%	5%	1.1	i	20	-0.5%
Cc1nc(NC(=O)CSc2nc3ccccc3s2)sc1C(=O)N(C)C	-0.3%	0.6%[50 µM]	/	/	/	/	/	i	13	3.6%
CCOC(=O)N1CCN(C(=O)C2CCN(S(=O)(=O)N3CCCC3)CC2)CC1	0.1%	-1.0%	11%	-2%	12%	7%	1	i	60	0.8%
CN(C)S(=O)(=O)n1cnc2ccccc21	0.0%	0.5%	5%	0%	10%	-4%	1.1	i	34	0.7%
SMILES	West Nile antiviral	K1F lysis inhibition	PMI inhibitors	P. falciparum M1AAP	PMI inhibition	P. falciparum M17LAP	TNAP activators	T cell HTS	T cell HTS vesicle-bound %	RSV CPE inhibition
CCc1nnc(NC(=O)C2Cc3ccccc3CN2S(=O)(=O)c2c(C)c(C)cc(C)c2C)s1 (stereo not drawn)	-0.5%	0.5%	12%	2%	3%	82%	1.1	i	45	2.4%
CCOc1cccc(/C(O)=C2/C(=O)C(=O)N(CCOC)C2c2ccncc2)c1 (stereo not drawn)	-0.1%	-0.8%	8%	3%	-1%	24%	1.1	i	36	-0.1%
NS(=O)(=O)c1ccc(CNS(=O)(=O)c2ccc3c(c2)OCCO3)cc1	-0.1%	1.8%	/	/	/	/	/	i	25	2.0%
CCOC(=O)c1cnc2ccc(OCC)cc2c1NCc1ccccc1OC	-1.6%	4.8%[50 µM]	29%	3%	36%	-4%	1	i	3	2.1%
O=C(Nc1ccc2c(c1)nc1n2CCN(Cc2ccccc2)C1)c1cccs1	0.9%	0.2%	-42%	2%	-87%	12%	1.1	i	15	13%
O=C(/C=N/O)NCCCN1CCOCC1	-0.6%	5.9%	-15%	5%	-6%	5%	1.1	i	37	1.4%
OCC1CCCCN1CC(O)COC(c1ccc(F)cc1)c1ccc(F)cc1 (stereo not drawn)	-0.2%	0.1%	/	/	/	/	/	i	27	-2.1%
COc1ccc(OCC(=O)Nc2c(C(=O)N(CCN(C)C)Cc3ccco3)oc3ccccc23)cc1	0.2%	0.8%	/	/	/	/	/	i	31	-3.1%
NC(=O)c1ccc(-n2nnnc2SCC(=O)Nc2ccccc2F)cc1	0.3%	-0.1%	/	/	/	/	/	i	30	1.3%
N#CC1=C(N)OC(c2ccccc2)=C(C#N)C1c1ccc2c(c1)OCO2 (stereo not drawn)	-0.1%	-0.3%	17%	3%	16%	0%	1	i	20	3.4%
CN1C(=O)/C(=C/c2ccco2)SC1=Nc1cccc(C(=O)O)c1	0.1%	-1.2%	-28%	22%	4%	51µM*	1.1	i	27	-0.1%

Rows were taken by chance (roughly 1.5% active in at least one column).
